TCR CD3 inh = blocks the human TCR-CD3 interaction. TAMRA-labeled TCR probe fluorescence, biochemical. 360,000 tested, 0.37% active. inhibition, % at 9.4 µM; in the data active = inhibition above about 19%;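 note: recombinant mutant TCR 2C K166C tagged with TAMRA read by polarization; 0% = receptor in buffer alone and 100% = receptor with positive control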
SIAE inh = human SIAE inhibition, primary screen | inhibition, % at 9.66 µM | SIAE FP-Rh probe binding, fluorescence polarization | Q9HAT2 | AID 1053197 | 370,000 tested, 0.69% active;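 active = inhibition above a cutoff: mean of compounds within the control limits plus 3 SD of those, cut at about 17% in these data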;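 note: 0% = plate median of compound wells and 100% = probe without SIAE protein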
proKLK7 act = proKLK7 (human) activation, primary screen; P49862; purified proKLK7, EDANS-DABCYL substrate fluorescence; 100% is mature enzyme control, 0% vehicle; activation, % at 7 µM; 370,000 tested, 0.9% active; AID 652039;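 active = activation above the mean of all tested compounds plus 3 SD, computed per campaign excluding outliers beyond control limits, cut at about 13% in these data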
MBD2 inh = inhibitors of human MBD2 binding to methylated oligonucleotide; inhibition, % at 4.4 µM; 370,000 tested, 0.31% active; TR-FRET; in the data active = inhibition above about 13%
UHRF1 MBD2 ctr = blocks human UHRF1 binding to methylated DNA. inhibition, % at 4.4 µM. Q96T88. 370,000 tested, 0.75% active. UHRF1 binding to methylated oligo, TR-FRET; in the data active = inhibition above about 21%;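 note: UHRF1 SRA domain binding a hemimethylated CpG hairpin DNA probe; 0% = median of test compound wells and 100% = reference inhibitor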
Target sequence (Q96T88 whole entry, looked up, the tested form may be a part): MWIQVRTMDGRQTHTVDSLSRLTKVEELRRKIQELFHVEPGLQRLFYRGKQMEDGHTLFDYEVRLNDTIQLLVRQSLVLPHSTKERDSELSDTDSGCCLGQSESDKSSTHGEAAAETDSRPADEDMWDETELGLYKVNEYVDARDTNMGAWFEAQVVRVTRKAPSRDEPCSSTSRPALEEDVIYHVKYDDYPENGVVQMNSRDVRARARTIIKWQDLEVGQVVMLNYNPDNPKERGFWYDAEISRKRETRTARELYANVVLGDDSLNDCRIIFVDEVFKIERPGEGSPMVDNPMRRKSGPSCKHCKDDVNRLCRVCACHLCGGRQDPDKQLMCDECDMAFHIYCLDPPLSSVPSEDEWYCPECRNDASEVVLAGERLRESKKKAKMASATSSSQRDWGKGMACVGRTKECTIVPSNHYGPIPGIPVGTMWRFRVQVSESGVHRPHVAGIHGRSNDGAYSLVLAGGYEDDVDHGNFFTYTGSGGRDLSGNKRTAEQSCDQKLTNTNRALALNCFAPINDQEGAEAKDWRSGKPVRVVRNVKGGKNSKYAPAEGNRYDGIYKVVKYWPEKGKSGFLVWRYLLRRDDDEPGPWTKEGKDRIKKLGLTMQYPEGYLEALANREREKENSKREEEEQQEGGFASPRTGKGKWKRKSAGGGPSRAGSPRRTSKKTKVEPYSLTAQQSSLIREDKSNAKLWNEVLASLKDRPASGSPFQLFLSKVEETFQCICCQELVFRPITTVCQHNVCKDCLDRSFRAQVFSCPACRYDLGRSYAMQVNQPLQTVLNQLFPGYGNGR
TDP2 absorb = blocks human TDP2 phosphodiesterase activity; inhibition, % at 12.8 µM; 370,000 tested, 0.34% active; O95551; recombinant TDP2, T5PNP hydrolysis, p-nitrophenol absorbance 415 nm;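 active = inhibition above the mean of all tested compounds plus 3 SD, set per campaign, cut at about 25% in these data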;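 note: 0% = DMSO with enzyme and 100% = buffer with substrate but no TDP2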
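System – recombinant human TDP2 · Amount – 120 nM TDP2 per well · Buffer or medium – Mg2+-containing Tris-HCl buffer, pH 7.5 · Reagent – T5PNP substrate, 5 mM · Dosing – 12.8 µM single point, 1% DMSO · Incubation – 2 h at 37 °C · Measured by – epi absorbance · Read-out basis – percent inhibition · Benchmarks – high control without enzyme, low control DMSO plus TDP2 · Repeats – singlicate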
LEDGF integ inh = blocks HIV-1 LEDGF/p75-dependent DNA integration; TR-FRET IN-LEDGF/p75 DNA integration, Eu/Cy5; inhibition, % at 3.7 µM; 370,000 tested, 0.64% active;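 active = inhibition above the screen-wide mean plus 3 SD, cut at about 13% in these data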;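 note: signal is the Cy5 over europium emission ratio at 671 and 618 nm; 0% = plate median of compound wells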
DDE Tn7 FP inh = inhibitors of Tn7 peptide binding to human fibrin DD(E) | FP displacement of FITC-Tn7 peptide from fibrin DD(E); 0% = median of compound wells per plate | P02675 | 370,000 tested, 0.13% active | inhibition, % at 8.3 µM;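 active = inhibition above the mean of compounds falling within the control limits plus 3 SD of them, cut at about 14% in these data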;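 note: 0% = plate median of compound wells and 100% = 10 µM Aha-Tn7 peptide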
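Assay system: Human fibrin DD(E) protein | Medium: Tris buffer with calcium and detergent, pH 7.8 | Reagent: 0.1 µM fluorescent Tn7 | Compound dosing: Single point at 8.3 µM | Times: 10 min preincubation, 3 h with tracer, room temperature | Detection: Fluorescence polarization of the labelled Tn7 tracer | Controls: Aha-Tn7 high control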
DDE Tn6 FP inh = disrupts Tn6 cyclic peptide binding to fibrin D-Dimer-E complex. P02675. Fibrin DD(E) TRITC-Tn6 fluorescence polarization displacement. inhibition, % at 8.3 µM. 370,000 tested, 0.21% active. AID 720509;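 active = inhibition above a per-campaign cutoff: mean of compounds within control limits plus 3 SD, cut at about 15% in these data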;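 note: 0% = median of all compound wells on the plate and 100% = blocking peptide control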
PRMT1 FP inh = blocks human protein arginine methyltransferase 1; inhibition, % at 2.79 µM; AID 652257; 370,000 tested, 1.3% active; Q99873; recombinant PRMT1, activity-based probe fluorescence polarization;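 active = inhibition above about 21% made by adding two undisclosed values, limit read from the data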
The depositor's hits bear a star; . = not tested or not shown.

SIAE inh	UHRF1 MBD2 ctr	TCR CD3 inh	TDP2 absorb	PRMT1 FP inh	DDE Tn7 FP inh	LEDGF integ inh	DDE Tn6 FP inh	MBD2 inh	canonical_smiles	proKLK7 act
3	5	-5	-5	1	7	-2	-4	-1	O=C(NCCC1=CCCCC1)c1cccc(S(=O)(=O)N2CCCCC2)c1	0.2
-3	-1	4	3	-1	3	2	5	4	O=C(CCCn1ncn2c(cc3occc32)c1=O)NCc1ccccc1F	0.3
3	4	-4	-7	92*	-3	-9	3	1	Cc1cc2oc(=O)sc2cc1NS(=O)(=O)c1ccccc1	-0.8
9	-2	4	-2	-6	2	2	5	1	O=C1CCCc2c1cc(-c1ccccc1)n2-c1ccccc1	0.5
-4	0	5	-4	-2	1	3	8	-3	CCOC(=O)c1ccc2ncc(-c3ccccc3)nc2c1	-0.7
-2	0	4	10	1	6	2	4	-3	CCOC(=O)CSc1nc(Cc2ccccc2)nc2ccccc12	0.2
-3	-3	6	-1	1	0	2	8	-4	CNC(=O)Cn1nc(-c2ccc(C)cc2)c2ccccc2c1=O	-0.3
-3	2	-1	-8	-1	-9	4	0	2	CCCCn1cnc2sc3c(c2c1=N)CCCC3	-0.5
1	1	-1	-5	2	1	4	3	4	O=C1N(c2ccccc2C(F)(F)F)O[C@@]1(c1ccccc1)C1CCCCC1	-0.2
1	1	0	4	2	3	3	3	-7	CCc1n[nH]c2c1C(=O)CC(C)(C)C2	-0.6
-8	-4	3	-9	4	0	3	-2	-9	COc1cc(-c2cc(NC=O)c3ncc(-c4ccc(C(C)=O)cc4)n3c2)ccc1O	-2.8
6	2	7	2	-4	3	-2	-2	-1	COc1ccc(OCCNC(=O)c2ccccc2Cl)cc1	0.1
-16	-1	6	0	0	3	2	7	-4	Cc1cccc(N=C2NC(=O)/C(=C\c3cccs3)S2)c1	-0.3
0	-1	0	8	2	1	-1	2	-4	O=C(/C=C/c1c(F)cccc1Cl)N1CCc2ccccc2C1	-0.3
6	-2	2	2	0	-1	0	3	-1	COc1cc2ncnc(NCCc3ccccc3)c2cc1OC	-0.8
-35	1	-8	-2	4	-2	-3	-7	0	Cc1cc(OCC(=O)Nc2ccc(Br)cc2)cc2c1C(=O)CC(C)(C)O2	0.5
15	5	17	1	39*	6	23*	5	0	COC(=O)C1=C(O)/C(=C\c2ccc(CNS(=O)(=O)c3ccccc3)o2)N=C1C	-0.6
-4	-3	2	4	-2	2	2	-2	2	CC1(c2ccccc2)CC(C)(C)N(C(=O)c2cc([N+](=O)[O-])cc([N+](=O)[O-])c2)c2ccccc21 (stereo not given)	-0.3
-2	-9	6	6	0	3	3	-4	-1	Cc1[nH][nH]c(=O)c1C(c1cc([N+](=O)[O-])ccc1O)c1c(C)[nH][nH]c1=O	-0.1
4	3	1	4	-2	-2	1	-2	-3	COc1ccc(OCCOC(=O)c2cccc(-n3cnnn3)c2)cc1	0.6

(further entries)
SIAE inh	UHRF1 MBD2 ctr	TCR CD3 inh	TDP2 absorb	PRMT1 FP inh	DDE Tn7 FP inh	LEDGF integ inh	DDE Tn6 FP inh	MBD2 inh	canonical_smiles	proKLK7 act
-2	1	-6	-3	-2	3	-3	-1	3	CC(C)(C)C(=O)/C=C(\N)c1ccncc1	-0.3
6	-2	12	1	-3	6	-3	-3	-2	O=C(COc1ccccc1)Nc1cc2c3c(c1)CC(=O)N3CCC2	0.5
-3	-1	3	0	1	6	-2	-6	0	CC1(C)O[C@@H]2[C@H](O1)[C@@H](COS(=O)(=O)O)O[C@H]2n1cnc2c(=O)[nH]cnc21	0.1
-5	-1	-1	-8	-1	4	-2	5	-1	Cc1ccc(-c2nc(-c3ccncc3)no2)c(C)c1	-0.6
-4	1	2	-2	-1	-1	-1	7	0	Cc1cccc(C)c1N1CCN(c2cc(Cl)nc(N)n2)CC1	-0.5
12	-3	-3	11	-2	2	0	-6	1	O=C(CCN1C(=O)/C(=C/c2ccccc2)SC1=S)Nc1ccccn1	-0.8
-11	2	6	-11	7	-1	1	0	-3	O=C(CSc1nnc(-c2ccco2)o1)c1ccc(O)cc1O	0.3
9	-3	4	7	-2	0	1	-3	1	CC1CC(C)CN(S(=O)(=O)c2ccc(C(=O)N3CCCC3)cc2)C1 (stereo not given)	-0.3
-4	2	-3	-13	-5	1	7	2	2	CCC(=O)c1c[nH]c(C(=O)NCc2cccc(C(F)(F)F)c2)c1	-0.3
4	1	.	4	4	2	1	-1	3	COc1cc(NC(=O)C2CCCN(S(=O)(=O)c3cc(OC)ccc3OC)C2)cc(OC)c1 (stereo not given)	-0.4
1	-3	-1	-8	0	4	-1	3	-2	COc1cccc(CCNC(=O)CCc2nnc(-c3ccc4c(c3)OCO4)o2)c1	0.0
-5	7	-5	-1	4	-4	-5	6	-2	COc1cccc(-c2nc(CS(=O)(=O)CC(=O)NCc3ccc4c(c3)OCO4)c(C)o2)c1	-0.2
7	2	-4	-4	-1	-4	-1	-4	1	CC(Nc1cc(C)cc(C)c1)=[N+](C)CCNS(=O)(=O)c1ccc(Cl)cc1	-0.2
6	2	-7	0	1	-1	-3	-3	-2	O=C(NCCCn1ccnc1)c1ccc(COc2ccccc2)o1	-0.6
0	1	-2	-1	-3	3	-1	1	-4	CN(c1ccccc1)S(=O)(=O)c1cccc(NC(=O)C2CC(=O)N(Cc3ccccc3)C2)c1 (stereo not given)	0.0
1	2	-1	-1	-3	-3	2	4	5	CCOC(=O)c1ccc(NC(=O)c2ccc(NC(=O)c3ccccc3)cc2)cc1	-0.3
-3	4	0	1	2	-3	-8	-4	-2	CCOC(=O)N1CCN(Cc2nc(C3CC3)no2)CC1	-0.1
1	1	3	-15	-2	-1	2	1	-3	COc1ccc(OC)c(/C=N/Nc2cc(C)nc(N3CCOCC3)n2)c1	0.7
2	3	0	-7	2	2	-4	6	-2	CC1CCCC(C)N1C(=O)c1ccccc1Nc1ccc(SC(F)F)cc1 (stereo not given)	0.4
5	2	0	-4	2	-1	3	-4	2	CCC(C)NCC(=O)Nc1ccc(S(N)(=O)=O)cc1 (stereo not given)	-1.2

More compounds:
SIAE inh	UHRF1 MBD2 ctr	TCR CD3 inh	TDP2 absorb	PRMT1 FP inh	DDE Tn7 FP inh	LEDGF integ inh	DDE Tn6 FP inh	MBD2 inh	canonical_smiles	proKLK7 act
7	-2	4	-3	-3	-3	3	8	-6	N#Cc1ccccc1COc1ccc(/C=C/C(=O)O)cc1	0.3
-19	-2	0	-3	-2	2	0	16*	-6	COc1ccc(NC(=O)Cn2cnc3c(cnn3-c3ccc(C)c(C)c3)c2=O)c(OC)c1	-0.3
12	-2	-7	6	1	0	0	0	2	O=[N+]([O-])c1ccc(/C=N\N2CCN(Cc3ccccc3Cl)CC2)cc1	0.3
-1	2	1	-10	-1	-7	2	-6	-3	COc1cc([N+](=O)[O-])ccc1NC(=O)Cc1ccc(C)cc1	-0.5
-16	3	1	-14	-2	-5	2	7	-2	CC(C)C(NC(=O)c1c(F)cccc1F)C(=O)NNC(=O)c1ccccc1 (stereo not given)	-0.2
-1	-3	2	1	-2	6	0	0	-6	Cc1cc(NC(=O)C(C)SCC(=O)Nc2ccccc2N2CCCCC2)no1 (stereo not given)	-0.1
6	-6	-3	7	0	3	0	-2	5	CCn1c(C)cc2c(c1=O)C(c1ccc3c(c1)OCO3)C(C#N)=C(N)O2 (stereo not given)	-0.4
2	1	-5	1	0	-4	3	4	-1	C[C@H](CO)N1C[C@H](C)[C@@H](CN(C)S(=O)(=O)c2cn(C)cn2)Oc2ccc(NC(=O)Cn3cnnn3)cc2C1=O	0.2
